NOD1 inhibition: NOD1 signaling inhibitors, primary screen, cell-based, luminescence, uHTS (AID 1578); NOD1-driven NF-kB luciferase reporter cells, luminescence; higher % means a stronger effect; inhibition, % at 4 µM; hits with a dose series show EC50 in µM; actives 1% (n = 290,000); in the data active = inhibition mostly above about 36%, no sharp cut-off; inactive = mostly below about 34%;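 note: HEK-293T reporter cells stimulated with the NOD1 agonist gamma-tri-DAP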
b-catenin transl: modulators of beta-catenin nuclear translocation | HeLa beta-catenin nuclear translocation, immunofluorescence imaging | nuclear translocation activity, % at 5 µM | actives 0.3% (n = 190,000) | AID 1665;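 active = nuclear translocation activity above 50% at 5 µM, with a well cell count of 50 or more; inconclusive = wells under 50 cells across six images, flagged as toxic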;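 note: per-cell ratio of nuclear to cytoplasmic median beta-catenin stain intensity; plate controls were DMSO negative control for no effect and GSK-3 inhibitor IX positive control for full effect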
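Test system: human HeLa cells, endogenous beta-catenin. Times: 24 h compound exposure, 37°C. Measured by: beta-catenin immunofluorescence imaging with DAPI.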
Dynein cargo inh: dynein cargo transport inhibition. 3617.4 mouse cells, GR-EGFP nuclear translocation imaging; test concentration mostly 20 µM; stimulated with dexamethasone, 1 µM; hits give low values. z-score, hits read low. actives 0.47% (n = 220,000). AID 1381;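 active = plate z-score of nuclear minus cytoplasmic receptor signal below a set negative limit, without overly bright fluorescence or cell loss, cut at about -3.5 in these data, passing the limit was not always enough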;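 note: z-score of nuclear minus cytoplasmic ring GR-EGFP intensity difference per well; some compounds called inactive have numbers as strong as hits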
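Medium: Induction medium lacking tetracycline, stripped serum | Probe or stimulus: 1.0 µM final dexamethasone stimulus | Schedule: 48 h induction, then 1 h compound, then 30 min agonist, 37 °C | Signal: Automated 10x imaging of fixed Hoechst-stained cells | Evaluation: Per-cell GR-EGFP intensity, nucleus versus surrounding cytoplasmic ring, well-averaged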
Autophagy HCS: modulators of autophagy. MEF GFP-LC3 puncta imaging; test concentration mostly 10 µM. calls only at 10 µM (by protocol). actives 0.98% (n = 190,000);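 active = percentage of spot-positive cells more than 3 SD above its plate mean, without a fluorescence outlier flag or 80% toxicity; inconclusive = no clear call, values can overlap the other calls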;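 note: spot-positive cell cutoff set from DMSO-treated cells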
MT stabilize HCS: microtubule stabilization, imaging screen; AID 2205; % tubulin-high responders, % at 10 µM; HeLa tubulin immunostaining HCS, 24 h; share of cells brighter than vehicle mean+2SD; actives 0.83% (n = 200,000);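 active = plate Z-score above 3 for both tubulin-high and condensed-nucleus cell shares, with cell loss under 80%, at 10 µM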;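 note: anti alpha tubulin signal scored within the nucleus-defined area of each cell; some results filed as inactive read as strong as hits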
Yfh1-depleted yeast: mitochondrial function rescue without frataxin homolog – Friedreich's ataxia, plus single-dose screen, dose response (AID 1465). one-dose fold induction at 50 µM; EC50 in µM for titrated hits. S. cerevisiae Yfh1-off respiration, WST-1 reduction, 72 h; higher fold induction means a stronger effect. actives 0.074% (n = 220,000);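 active = fold induction of absorbance versus untreated yeast above a set limit, then at least 30% activation at any dose in follow-up; inconclusive = repeats straddling the limit, or above it without dose testing; inactive = fold induction below the set limit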;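 note: activators that raise dye reduction in frataxin-depleted yeast; strong numbers were not always called active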
P. falciparum M17LAP: P. falciparum M17LAP inhibitors, primary screen, biochemical, fluorogenic H-Leu-NHMec substrate, 1536-well (AID 1619); recombinant M17LAP, H-Leu-NHMec fluorogenic kinetic assay; higher % means a stronger effect; one-dose inhibition, % at 30 µM; IC50 in µM for titrated hits; actives 0.38% (n = 220,000);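 active = compound inhibiting the enzyme by more than half at any dose during confirmatory dose-response retesting; inconclusive = strong single-dose inhibitors picked by rank but not retested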;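 note: plate controls were full reaction with DMSO carrier for no effect and no enzyme background for full effect; strong numbers were not always called active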
Insulin prom up: MIN6 insulin promoter up-regulation; MIN6 insulin promoter-GFP reporter, high-content imaging; hits give high values; z-score at 5 µM; actives 0.3% (n = 190,000);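 active = z-score above 3 at 5 µM with at least 500 cells counted in the well; inconclusive = wells under 500 cells, flagged as cytotoxic or low count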
NOD2 inhibition: inhibition of NOD2-driven NF-kB reporter – cell-based, luminescence, uHTS, HEK293 (AID 1566). inhibition, % at 4 µM; hits with a dose series show EC50 in µM. HEK293 NOD2/NF-kB luciferase reporter, luminescence; higher % means a stronger effect. actives 0.63% (n = 290,000); in the data active = inhibition above about 50%; note: many of its hits are not listed in these tables
Dynein cargo inh cytoplasmic EGFP: also measured in Dynein cargo inh; calls as there; z-score; measured here: cytoplasmic GR-EGFP intensity; hits give high values
Dynein cargo inh nuclear GR-EGFP: also measured in Dynein cargo inh; calls as there; z-score; measured here: nuclear GR-EGFP intensity;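 lower value marks the stronger effect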
Dynein cargo inh cell count: second read-out of Dynein cargo inh, no call of its own (marks repeat the call); z-score; measured here: cell count per field
Insulin prom up cell count: also measured in Insulin prom up; calls as there; cell count; measured here: cytotoxicity, nuclei count;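 total cells summed across four imaged fields per well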
b-catenin transl cell count 5 µM: further read-out of b-catenin transl, marked with its call; cell count; measured here: cell count, cytotoxicity flag
MT stabilize HCS Hoechst-high %: second read-out of MT stabilize HCS, no call of its own (marks repeat the call); % Hoechst-high responders; measured here: nuclear condensation Hoechst responders;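 share of cells brighter than vehicle mean plus two SD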
MT stabilize HCS cytotoxicity %: recorded beside MT stabilize HCS, whose call it bears; toxicity, %; measured here: cytotoxicity by cell density;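 0% = mean cell density of plate MIN control wells and 100% = no cells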
Autophagy HCS cell loss 18 h: also measured in Autophagy HCS; calls as there; toxicity, %; measured here: cell loss, nuclei count;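 cell loss after 18 h compound exposure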
The depositor's hits bear a star; i = inactive; ? = inconclusive; nt = not tested or not shown; + = active, no number. These rows are one share of the data; rates above refer to the full screens.

A first look:
SMILES | NOD1 inhibition | b-catenin transl | b-catenin transl cell count 5 µM | Dynein cargo inh | Dynein cargo inh cytoplasmic EGFP | Dynein cargo inh nuclear GR-EGFP | Dynein cargo inh cell count | Autophagy HCS | Autophagy HCS cell loss 18 h | MT stabilize HCS | MT stabilize HCS Hoechst-high % | MT stabilize HCS cytotoxicity % | Yfh1-depleted yeast | P. falciparum M17LAP | Insulin prom up | Insulin prom up cell count | NOD2 inhibition
CC(/C=N\Nc1nnc2c(n1)[nH]c1c(C)cccc12)=C\c1ccco1 | -17% | -2.5 | 962 | -1.6 | 0.021 | -0.82 | 0.61 | i | 11 | 2.9 | 1.5 | 6.7 | i | 12% | -0.15 | 1476 | -11%
CC(=O)Nc1cc(NC(=O)C2C3C=CC(C3)C2C(=O)O)ccc1Cl (stereo not given) | -24% | -2.4 | 525 | -0.84 | -0.24 | -0.81 | 0.28 | i | -3 | 2.3 | 1.2 | 3.5 | i | 16% | nt | nt | -4%

All compounds of this part, from the first entry:
SMILES | NOD1 inhibition | b-catenin transl | b-catenin transl cell count 5 µM | Dynein cargo inh | Dynein cargo inh cytoplasmic EGFP | Dynein cargo inh nuclear GR-EGFP | Dynein cargo inh cell count | Autophagy HCS | Autophagy HCS cell loss 18 h | MT stabilize HCS | MT stabilize HCS Hoechst-high % | MT stabilize HCS cytotoxicity % | Yfh1-depleted yeast | P. falciparum M17LAP | Insulin prom up | Insulin prom up cell count | NOD2 inhibition
CC(/C=N\Nc1nnc2c(n1)[nH]c1c(C)cccc12)=C\c1ccco1 | -17% | -2.5 | 962 | -1.6 | 0.021 | -0.82 | 0.61 | i | 11 | 2.9 | 1.5 | 6.7 | i | 12% | -0.15 | 1476 | -11%
CC(=O)Nc1cc(NC(=O)C2C3C=CC(C3)C2C(=O)O)ccc1Cl (stereo not given) | -24% | -2.4 | 525 | -0.84 | -0.24 | -0.81 | 0.28 | i | -3 | 2.3 | 1.2 | 3.5 | i | 16% | nt | nt | -4%
CCOC(=O)N1CCc2c(sc(NC(=O)CN3CCOCC3)c2C(=O)Nc2ccccc2)C1 | 6% | 1.8 | 1151 | -0.021 | -0.28 | 0.77 | 0.08 | + | 7.3* | 1.6 | 2.0 | 4.5 | i | 4% | 0.04 | 1608 | 11%
Cc1ccc(NC(=O)c2ccc3ccccc3n2)nc1 | -30% | -1.6 | 1053 | -0.29 | -0.18 | -0.79 | -0.32 | i | -2 | 2.4 | 0.9 | 3.0 | i | -3% | 0.4 | 1543 | -113%
Cc1ccc(SCC(=O)Nc2ccc(N3CCOCC3)cc2)c(C)c1 | -24% | -1.1 | 1076 | 0.068 | -0.24 | 0.028 | 0.26 | i | 17 | 3.2 | 2.6 | 9.1 | i | 2% | -0.74 | 1234 | -4%
Cc1cccc(OCc2nc(-c3ccc(-n4cccc4)cc3)no2)c1 | 3% | nt | nt | 0.41 | -0.17 | 0.54 | -0.07 | i | 2 | 3.8 | 3.3 | 7.7 | i | -3% | 1.2 | 906 | -3%
CCOc1cc(N2CCOCC2)c(OCC)cc1NC(=O)COC(=O)c1cc(C)cc(C)c1 | -20% | 0.1 | 1068 | 0.3 | -0.19 | 0.21 | -0.4 | i | -13 | 2.5 | 1.8 | 9.0 | i | 6% | 0.04 | 1391 | 0%
COc1ccc(-n2c(Cc3cc(=O)[nH]c(=O)[nH]3)nnc2SCC(=O)Nc2ccccc2)cc1 | -13% | nt | nt | -0.88 | -0.25 | -0.49 | 0.36 | i | 13 | 7.8 | 2.9 | 6.1 | nt | 4% | -0.76 | 1014 | 9%
Cc1nonc1NC(=O)OC1CCCCC1 | 5% | -1.8 | 1352 | 1.7 | -0.26 | 0.82 | -0.84 | i | 8 | 4.2 | 3.0 | 8.1 | i | -6% | 0.56 | 1624 | 0%
COc1cc(C(=O)OCC(=O)NC2CCS(=O)(=O)C2)c([N+](=O)[O-])cc1OC (stereo not given) | -20% | 0.9 | 1172 | 2.1 | -0.12 | 1.3 | -1.3 | i | -12 | 2.0 | 3.0 | 6.7 | i | 20% | 0.36 | 1291 | 0%
Cc1ccc(CNc2ccc(Cl)cc2[N+](=O)[O-])cc1 | -16% | -2.2 | 822 | 0.74 | -0.22 | 0.64 | 0.25 | i | 18 | 3.7 | 1.5 | 6.2 | nt | -4% | -1.3 | 1212 | -5%
C/C(CC(=O)Nc1ccc(C)c(Cl)c1)=N\NC(=O)Cc1cnc(N)s1 | 1% | 0.2 | 1512 | -1.3 | -0.26 | -0.58 | 0.5 | i | -13 | 2.2 | 1.8 | 4.9 | i | -2% | -0.16 | 1481 | 9%
Cc1ccc(C(=O)Nc2ccncc2)o1 | -7% | nt | nt | 2.6 | 0.073 | 2 | -2.7 | i | 6 | 3.4 | 1.4 | 0.1 | i | 13% | -0.09 | 1329 | -5%
COc1ccc(Br)cc1C(C[N+](=O)[O-])c1c(N)n(C)c(=O)n(C)c1=O (stereo not given) | -6% | 0.3 | 1255 | -1.6 | -0.066 | -0.55 | 0.97 | nt | nt | nt | nt | nt | i | 0% | ? | nt | -59%
COc1ccc(C2C(=O)N(C3CCCCC3)CC(=O)N2Cc2ccco2)cc1 (stereo not given) | 1% | -0.8 | 1060 | -0.86 | 0.039 | -0.41 | -0.12 | i | -2 | 3.9 | 2.9 | 3.3 | i | -5% | 0.15 | 1193 | 16%
COCc1cc(=O)[nH]c(SCC(=O)Nc2ccccc2)n1 | 1% | -7.2 | 1019 | -0.21 | -0.39 | 0.21 | -0.081 | i | -2 | 4.0 | 2.8 | 11 | i | 48% | 0.4 | 1451 | 12%
CC(=O)NC(Cc1ccc(C)cc1)C(=O)NC1CCN(C(=O)c2cnccn2)CC1 (stereo not given) | -10% | nt | nt | 0.53 | -0.26 | 0.42 | 1 | i | 10 | 3.1 | 1.9 | 7.6 | i | -6% | -0.64 | 1236 | 6%
CC(O)(C#CCN1CCCCC1)c1ccccc1 (stereo not given) | -22% | 0.6 | 1064 | 0.65 | 0.24 | 0.41 | 0.76 | i | 9 | 1.9 | 1.4 | 3.5 | i | 8% | nt | nt | 10%
COC/C=C/C1=CC2=CC(=O)C(C)(OC(=O)c3cnc4ccccc4n3)C(=O)C2=CN1CCN1CCOCC1 (stereo not given) | 11% | 0.9 | 1032 | 0.88 | -0.57 | 0.59 | -1.3 | nt | nt | nt | nt | nt | i | 10% | 0.3 | 644 | -2%
CCOc1cccc2cc(C(N)=O)c(=N)oc12 | 2% | 0.9 | 1250 | -1.3 | -0.19 | -0.7 | 0.66 | nt | nt | nt | nt | nt | i | 12% | 0.11 | 1179 | 0%
C=CCn1c(SCc2ccc3nonc3c2)nnc1-c1cccs1 | -28% | nt | nt | 0.41 | 0.032 | 0.52 | -0.96 | i | 6 | 2.5 | 2.6 | 6.0 | i | -3% | -0.65 | 1436 | -9%
CCN(CC)CCNC(=O)c1nn(-c2ccc(C)cc2)c(=O)c2c1c1ccccc1n2C | nt | -0.5 | 1020 | -0.84 | -0.084 | -0.23 | -0.15 | i | -11 | 4.8 | 3.3 | 13 | nt | 8% | -0.35 | 1355 | 7%
Cc1cc(Br)c(OCc2ccc(C(=O)N/N=C3\CC4CC=CC34)cc2)c(Br)c1 (stereo not given) | -27% | 1.2 | 975 | 0.058 | -0.28 | 0.83 | -0.1 | i | -46 | 5.7 | 3.2 | 5.2 | i | -2% | nt | nt | 15%
NC(=O)COC(=O)c1ccccc1Oc1ccccc1 | -11% | -0.6 | 1019 | 0.8 | -0.3 | 0.65 | -0.088 | i | -2 | 4.7 | 2.9 | 3.4 | i | -1% | -0.08 | 1308 | 16%
CCC(CC)N=C1NS(=O)(=O)c2cc([N+](=O)[O-])ccc21 | 5% | 0.8 | 1450 | -0.86 | -0.24 | -0.34 | 0.71 | i | 14 | 5.5 | 1.7 | 7.6 | i | -1% | 0.44 | 1384 | 1%
COc1cc(C)c(Cl)cc1S(=O)(=O)NCCCN1CCOCC1 | -9% | nt | nt | 0.21 | -0.25 | 0.093 | 0.68 | i | 0 | 2.7 | 2.3 | 2.7 | i | 4% | nt | nt | -21%
Nc1c(C(=O)c2ccccc2)sc2snc(SCC(=O)c3ccccc3)c12 | -13% | nt | nt | -1.2 | 11 | 2 | 0.39 | i | -34 | 4.4 | 1.9 | 5.4 | i | -12% | nt | nt | -51%
O=C(Cc1ccc(Cl)cc1)NCCN1CCCC1 | 1% | -7.7 | 1277 | 0.087 | -0.23 | -0.26 | 0.23 | i | 7 | 3.2 | 2.3 | 11 | nt | 5% | -0.11 | 1006 | 2%
O=C(NC1CCCCCC1)c1ccc(=O)n(Cc2ccccc2)n1 | -17% | -0.2 | 1117 | -0.14 | -0.35 | -0.057 | 0.71 | i | 5 | 2.0 | 2.6 | 3.5 | i | 19% | nt | nt | 2%
CC1CCCCN1CCNC(=O)CN1C(=O)COc2ccccc21 (stereo not given) | -20% | -5.2 | 906 | -1.3 | -0.23 | -0.54 | 1 | i | 11 | 4.9 | 2.7 | 1.9 | i | 0% | 1.5 | 1514 | 8%
COC(=O)C(C)Sc1nc2c(c(=O)n1-c1ccccc1)SCC2 (stereo not given) | -9% | -1.6 | 1121 | -1.2 | -0.2 | -0.47 | 0.011 | i | 5 | 3.0 | 2.6 | 8.0 | i | 18% | nt | nt | -8%
COc1ccc(-c2cc(-c3ccccc3)nc(-c3ccc4c(c3)NC(=O)CO4)c2)cc1 | -36% | -4.8 | 1196 | -0.079 | -0.066 | 0.2 | -0.3 | i | 25 | 3.6 | 3.4 | 3.4 | i | -4% | -0.22 | 848 | 6%

Compound activity deposited in PubChem by several laboratories.
